FUS suppressor = qHTS for Suppressors of FUS Proteinopathy: Primary screen using FUS-linked yeast assay; 390,000 tested, 0.24% active; Potency, µM (doses to about 76.6 µM), inactives show at the highest dose growth rescue (activation), usual class: activators; AID 1347120, 2019; S. cerevisiae FUS-expressing, growth rescue, OD600, 24 h;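 also: plate controls were DMSO vehicle for no effect and reference control for full effect; nearly all actives have a fitted effect of over 55% in size; some results filed as inactive show a strong effect at the top dose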
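Galactose (2%) drives FUS expression in yeast precultured in raffinose; seeding density OD 0.005. Test compounds incubated 24hr at 30C and 99% humidity before absorbance at 600 nm was measured.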
Abeta yeast res = qHTS for compounds that reverse cellular toxicity of Amyloid beta (A-beta) peptide in yeast: Primary Screen. Potency, µM (titrated, usually from 46.1 µM), for inactives: at the highest dose growth rescue, usual class: activators. 410,000 tested, 0.063% active. AID 1347071, 2019. yeast expressing A-beta42, growth rescue, OD600, 48 h; response scale: 0% DMSO, 100% iron-clioquinol control; also: nearly all actives have a fitted effect of over 55% in size
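Yeast A-beta toxicity model in growth medium with pinned compounds, 48 h at 30 C; growth read as absorbance at 600 nm. Normalized to FeCl3/clioquinol equimolar mix (positive) and DMSO (negative).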
* marks the source's active call; other numbers are inactive results; ? = inconclusive; [ ] = remark or other dose. Calls follow the shape of the dose curve; as a rule, active = well fitted activation curve with a large enough effect; inconclusive = small, poorly fitted or top-dose-only effect; inactive = no such curve, though single readings can be large or run the other way. Potency is read from the fitted curve at half-maximal effect.

Each structure is followed by: FUS suppressor, Abeta yeast res
Cc1ccccc1NC(=O)Cn1nnc(C(=O)NCCc2ccccc2)c1N
  -9%, 0%
COc1ccc(CNC(=O)CN2N=C(c3ccccc3)CCC2=O)c(OC)c1
  3%, 0%
CC(=O)c1c(C)oc2c1cc(NS(=O)(=O)c1ccc(Cl)c(C)c1)c1ccccc12
  18%, -7%
COc1cccc(NC(=O)c2cc3c(=O)n(Cc4cccnc4)ccc3nc2C)c1
  2%, 2%
CCC(=O)Nc1sc2c(c1C(=O)Nc1ccccc1C)CCC(C)C2 (centres undefined)
  6%, -6%
O=C(NCc1ccc2c(c1)CCN2C(=O)c1ccc(Cl)cc1)c1cccc(F)c1
  -10%, 1%
CCC(=O)N1CCc2cc(Br)cc(S(=O)(=O)N3CCCC(C(=O)Nc4ccc(CC)cc4)C3)c21 (centres undefined)
  33%, 1%
COc1ccc(Cl)cc1NC(=O)CCn1c(=O)c2cccn2c2ccccc21
  6%, -23%
COc1ccc(OC)c(NC(=O)N2CCN(Cc3nc4ccc(C)cc4o3)CC2)c1
  23%, 2%
CCOC(=O)c1cc2c(=O)n3ccccc3nc2n(CC2CCCO2)c1=NC(=O)c1cccc(C(F)(F)F)c1 (centres undefined)
  17%, -10%

Looked up by structure from the list above (2):
Each structure is followed by: FUS suppressor, Abeta yeast res
Cc1ccccc1NC(=O)Cn1nnc(C(=O)NCCc2ccccc2)c1N
  -9%, 0%
O=C(NCc1ccc2c(c1)CCN2C(=O)c1ccc(Cl)cc1)c1cccc(F)c1
  -10%, 1%

Following part.
Each structure is followed by: FUS suppressor, Abeta yeast res
CC(=O)c1ccc(NC(=O)c2nc3ccccc3nc2N2CCCCC2)cc1
  -12%, -8%
Cc1ccc(CN(C(=O)COc2cccc([N+](=O)[O-])c2)c2ccccn2)cc1
  ?, -5%
COc1ccc(CNC(=O)Cn2ccc3cc(S(=O)(=O)N4CCCCC4)ccc32)c(OC)c1
  13%, -12%
CN(C)S(=O)(=O)N(CC(=O)NCCSc1ccccc1)c1ccccc1
  16%, 5%
Cc1ccc(Cl)cc1N1CCN(C(=O)c2ccc(C)c(-n3c(C)nc4cccnc43)c2)CC1
  22µM*, 6%
O=C(NCc1ccc2c(c1)CCN2C(=O)c1ccncc1)c1ccccc1Cl
  -18%, -3%
COc1ccc(CNC(=O)c2ccc3c(Cl)c4c(nc3c2)CCCC4)c(OC)c1
  -26%, -21%
CCN(CC)C(=O)Cn1c(=O)n(CCCCCC(=O)NCc2ccccc2)c(=O)c2sccc21
  -15%, -18%
Cc1cc(OCC(=O)Nc2nc3c(s2)CCCC3)cc(C)c1Cl
  12%, -13%
COc1ccc(OC)c(NC(=O)Nc2cccc(OCc3cc(=O)n4cc(C)ccc4n3)c2)c1
  -12%, -1%
CCn1cc(S(=O)(=O)c2cccc(C)c2)c(=O)c2cc(F)c(N3CCCC(C)C3)cc21 (centres undefined)
  -16%, -8%
CCn1ccc2c(OCC(=O)NCc3ccc(F)cc3)cccc2c1=O
  8%, -5%
O=c1c2sc3ccccc3c2n(Cc2ccccc2)c(=O)n1Cc1ccccc1
  -9%, -10%
CC1=C(C(=O)OCC2CCCCC2)C(c2cccc(F)c2F)CC(=O)N1 (centres undefined)
  -12%, -4%
O=C(CSc1nccn1-c1ccc(F)cc1)Nc1ccc(OC(F)(F)F)cc1
  9%, ?
COc1ccccc1NC(=O)Cn1c(=O)n(-c2ccc(C)cc2)c(=O)c2ccc(C(=O)NCc3ccco3)cc21
  -10%, 4%
CCCSc1ncc(Cl)c(C(=O)Nc2sc3c(c2C(=O)NCCOC)CCCC3)n1
  -16%, -6%
COc1cccc(CNC(=O)c2c(C)oc3nc(C)nc(N4CCOCC4)c23)c1
  13%, -17%
CCn1cc2nc(SCc3ccc(F)cc3)n(Cc3ccc(Cl)cc3)c(=O)c2n1
  -6%, -17%
Cc1ccc(Cl)cc1-n1ncc2c(N3CCN(Cc4ccccc4)CC3)ncnc21
  4%, -47%[inhibitor]
Cc1ccc(NC(=O)CCc2c(C)nc3c(-c4ccccc4)c(C)nn3c2C)c(C)c1
  -8%, 1%
CCOC(=O)c1ccc(NC(=O)CCS(=O)(=O)c2ccc3c(c2)oc(=O)n3C)cc1
  11%, -11%
CCCCn1cc(S(=O)(=O)c2ccc(CC)cc2)c(=O)c2cc(F)c(N3CCCC(C)C3)cc21 (centres undefined)
  -10%, 0%
O=C(COc1ccccc1)Nc1ccc2nc(SCC(=O)N3CCOCC3)sc2c1
  29%, -12%
Cc1cc(C)c(NC(=O)CCCn2c(C)c3cnn(-c4ccccc4)c(=O)c3c2C)c(C)c1
  36%, -3%
COC(=O)c1cc2oc3ccccc3c2n1CC(=O)Nc1ccc(C)cc1Cl
  -8%, -7%
O=C(CCCc1ccccc1)NC1CC(=O)N(c2ccc(F)cc2)C1 (centres undefined)
  25%, -15%
CCOc1ccc(Nc2ncnc3scc(-c4ccc(OC)cc4)c23)cc1
  -15%, -23%
CCCOc1ccc(C2c3c(-c4ccccc4O)n[nH]c3C(=O)N2CCc2ccccc2)cc1OCC (centres undefined)
  1%, 9%
N#Cc1ccccc1Cn1c(=O)n(CCCCC(=O)NCc2ccc3c(c2)OCO3)c(=O)c2ccccc21
  -4%, -5%
CCC(=O)N1c2nc(C(C)C)nn2C2(CCCCC2)[C@@H]2CCCC[C@@H]21
  -7%, -18%
COc1cccc(NC(=O)Cn2c(=O)n(CCCCC(=O)NCc3ccccc3Cl)c(=O)c3ccccc32)c1
  5%, -4%
COc1ccc(NS(=O)(=O)c2ccc3c(c2)n(C)c(=O)c(=O)n3C)cc1Cl
  -2%, -5%
COc1ccc(-c2noc(CN(C(=O)c3ccc(C)cc3C)C(C)C)n2)cc1
  25%, -9%
Cc1ccc(Cl)cc1N1CCN(S(=O)(=O)c2ccc3[nH]c4c(c3c2)CCCC4)CC1
  21%, -4%
CCOc1ccccc1CNC(=O)Nc1cn(CC(C)C)c(=O)c2ccccc12
  -2%, -11%
Cc1ccc(S(=O)(=O)c2[nH]c(-c3ccccc3)nc2SC(C)C(=O)O)cc1 (centres undefined)
  -7%, 17%
CCCSCCCNC(=O)CN1C(=O)COc2ccc(S(=O)(=O)N3CCC(C)CC3)cc21
  -3%, -9%
CCc1ccc(NC(=O)CCc2c(C)n(C)c3cc(-c4ccccc4C)nn3c2=O)cc1
  -25%, -3%
CCCc1ccc(S(=O)(=O)N2CCC(Oc3ccc(-n4cnnn4)cc3)CC2)cc1
  -8%, -11%
O=[N+]([O-])c1cc(-c2nc(-c3ccncc3)no2)ccc1NCc1ccccc1
  3%, -18%
CC(C)Oc1ccc(CNC(=O)c2ccc(NC(=O)N3CC(C)Sc4ccccc43)cc2)cc1 (centres undefined)
  -2%, -3%
COc1ccccc1C(=O)OCc1cc(=O)n2nc(C3CC3)sc2n1
  -6%, -17%
Cc1c(C(=O)OC2CCCCC2)[nH]c2c1C(=O)CC(c1ccccc1)C2 (centres undefined)
  10%, -4%
O=C(CC1C(=O)N(c2ccccc2)C(=O)N1Cc1ccc2c(c1)OCO2)Nc1ccccc1 (centres undefined)
  15%, -8%
CCN(CC)C(=O)c1ccccc1NC(=O)c1cccc(S(=O)(=O)N2CCC(C)CC2)c1
  -21%, 8%
Cc1ccccc1CNC(=O)c1cc2cccc3c2n1CC(C)S3 (centres undefined)
  ?, 4%
O=C(NCCc1ccccc1)c1cnc2sc(N3CCCCCC3)nn2c1=O
  1%, -15%
Cc1ccc(CNC(=O)c2cnc3c(-c4ccc(F)cc4)c(C)nn3c2C)o1
  -16%, -10%
COc1ccc(NC(=O)CSc2nc(-c3cccs3)cc(C(F)(F)F)c2C#N)cc1
  -4%, -1%

Some values from the list:
Reading for O=[N+]([O-])c1cc(-c2nc(-c3ccncc3)no2)ccc1NCc1ccccc1 in FUS suppressor: 3%
Reading for O=C(CC1C(=O)N(c2ccccc2)C(=O)N1Cc1ccc2c(c1)OCO2)Nc1ccccc1 (centres undefined) in Abeta yeast res: -8%
Reading for Cc1ccc(CNC(=O)c2cnc3c(-c4ccc(F)cc4)c(C)nn3c2C)o1 in FUS suppressor: -16%

Following part.
Each structure is followed by: FUS suppressor, Abeta yeast res
CCn1cc2nc(SCC(=O)Nc3cc(OC)ccc3OC)n(Cc3ccc(Cl)cc3)c(=O)c2n1
  ?, -2%
COC(=O)c1c(NC(=O)/C=C/c2ccc(OC)cc2)sc2c1CCC2
  -18%, -2%
COc1cccc(NC(=O)CSc2nc3c([nH]c4ccccc43)c(=O)n2-c2cccc(Cl)c2)c1
  14%, 11%
COc1ccc(Cn2ccn(Cc3cccc(Cl)c3)c(=O)c2=O)cc1
  -5%, -2%
CC(C)(C)c1ccc(C(=O)NCC(c2cccnc2)N2CCc3ccccc3C2)cc1 (centres undefined)
  1%, 2%
O=C(OCc1cc(=O)n2nc(C3CCCCC3)sc2n1)c1ccc(F)cc1
  11%, -1%
Cc1nn2c(-c3ccccc3)cc(-c3ccccc3)nc2c1-c1ccc(Cl)cc1
  -26%, -25%
COc1ccc(CC(=O)Nc2ccc3nc(N4CCCCC4)cc(C)c3c2)cc1
  7%, -15%
CCOC(=O)CSC1=Nc2ccccc2C2=NC(CCC(=O)NCc3ccccc3)C(=O)N12 (centres undefined)
  4%, -2%
CCOC(=O)Cn1nc(N2CCN(c3ccc(F)cc3)CC2)ccc1=O
  -25%, 1%
O=C(CCS(=O)(=O)c1ccc2c(c1)NC(=O)CO2)Nc1cccc(C(F)(F)F)c1
  4%, -10%
COc1ccc(-c2csc(-c3c(N)c(C(=O)c4ccc(OC)c(OC)c4)n4ccccc34)n2)cc1
  4%, -19%
COc1ccc(CCNC(=O)C(=O)NCC(c2ccco2)S(=O)(=O)c2ccc(F)cc2)cc1 (centres undefined)
  6%, -8%
CC(=O)Nc1ccc(NC(=O)CSc2nccn2Cc2ccc3c(c2)OCO3)cc1
  -3%, -8%
CC(=O)N1CCc2c(sc3c2c(=O)n(CCc2ccccc2)c(=O)n3Cc2cccc(C)c2)C1
  -7%, 0%
O=C(COc1ccc(F)cc1)OCc1cc(=O)n2nc(C3CC3)sc2n1
  21%, -5%
CC1CCC(NC(=O)c2ccc3c(c2)N(Cc2ccccc2F)C(=O)c2ccccc2S3(=O)=O)CC1 (centres undefined)
  ?, -4%
COc1ccc(Br)cc1C(=O)Nc1ccc2oc(-c3cccnc3)nc2c1
  8%, -3%
COc1ccc(CNC(=O)CCc2c(C)nc3c(c(C)nn3-c3ccccc3)c2C)cc1
  7%, 2%
COC(=O)c1ccc(Cl)cc1NC(=O)N1CC(C)Oc2ccccc21 (centres undefined)
  -23%, -3%

Laid out differently: 4 of the compounds above
COc1ccc(CNC(=O)CCc2c(C)nc3c(c(C)nn3-c3ccccc3)c2C)cc1
- FUS suppressor: 7%
- Abeta yeast res: 2%

COc1ccc(CCNC(=O)C(=O)NCC(c2ccco2)S(=O)(=O)c2ccc(F)cc2)cc1 (centres undefined)
- FUS suppressor: 6%
- Abeta yeast res: -8%

CC(=O)Nc1ccc(NC(=O)CSc2nccn2Cc2ccc3c(c2)OCO3)cc1
- FUS suppressor: -3%
- Abeta yeast res: -8%

CC(=O)N1CCc2c(sc3c2c(=O)n(CCc2ccccc2)c(=O)n3Cc2cccc(C)c2)C1
- FUS suppressor: -7%
- Abeta yeast res: 0%

(further entries)
Each structure is followed by: FUS suppressor, Abeta yeast res
COc1ccc(OC)c(C(C)NC(=O)Cn2c(=O)cc(C)c3c(C)nn(-c4ccc(C)cc4)c32)c1 (centres undefined)
  -21%, -10%
CCOC(=O)c1c(C)[nH]c(C)c1S(=O)(=O)N1CCC(C(=O)Nc2cc(C)ccn2)CC1
  22%, 1%
COc1ccc(C(=O)Nc2ccc3oc(-c4cccc5c(Br)cccc45)nc3c2)cc1
  7%, 4%
COC(=O)c1nnn(-c2ccc(Cl)cc2)c1C(=O)OC
  2%, -41%[inhibitor]
CCCC(=O)N1c2nc(-c3ccco3)nn2C2(CCCCC2)[C@@H]2CCCC[C@@H]21
  ?, -23%
O=c1c(=O)n(Cc2ccc(Cl)cc2)ccn1Cc1ccc(F)cc1
  3%, -1%
COc1ccc2c(c1)sc1ncc(C(=O)NCc3ccccc3F)c(=O)n12
  -12%, 6%
CC(=O)Nc1ccc(Nc2c(CCC(C)C)c(C)c(C#N)c3nc4ccccc4n23)cc1
  5%, -5%
Cc1ccccc1NC(=O)CCS(=O)(=O)c1cc(Br)cc2c1N(C(=O)C1CC1)CC2
  7%, -7%
CCOC(=O)Cc1ccc(NC(=O)NCc2c(-n3cccc3)sc3c2CCCC3)cc1
  -5%, -8%
CCCc1cnc2c(c1SCc1cccc(F)c1)c(=O)n(C)c(=O)n2C
  0%, -15%
Cc1ccc(-c2nc3c4c(-c5ccccc5)c(-c5ccccc5)oc4ncn3n2)cc1
  -23%, -9%
Cc1cc(C)cc(NC(=O)CSc2oc(-c3ccco3)nc2S(=O)(=O)c2ccccc2)c1
  42%, -4%
CCN1CCOC(=O)C1CC(=O)Nc1ccc(C(C)=O)cc1 (centres undefined)
  35%, -85%[inhibitor]

A portion of the library; the hit share may differ from the screen's.
